Screens: PubChem BioAssay, Fisher Drug Discovery Resource Center
hcGAS lum – human cGAS inhibition; Q8N884; recombinant h-cGAS, ATP depletion, Kinase-Glo luminescence; inhibition, % at 12.5 µM; 290,000 tested, 0.081% active; AID 1259398;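 also: 0% = vehicle reaction and 100% = reaction without DNA for no activity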
Target sequence (Q8N884 whole entry, looked up): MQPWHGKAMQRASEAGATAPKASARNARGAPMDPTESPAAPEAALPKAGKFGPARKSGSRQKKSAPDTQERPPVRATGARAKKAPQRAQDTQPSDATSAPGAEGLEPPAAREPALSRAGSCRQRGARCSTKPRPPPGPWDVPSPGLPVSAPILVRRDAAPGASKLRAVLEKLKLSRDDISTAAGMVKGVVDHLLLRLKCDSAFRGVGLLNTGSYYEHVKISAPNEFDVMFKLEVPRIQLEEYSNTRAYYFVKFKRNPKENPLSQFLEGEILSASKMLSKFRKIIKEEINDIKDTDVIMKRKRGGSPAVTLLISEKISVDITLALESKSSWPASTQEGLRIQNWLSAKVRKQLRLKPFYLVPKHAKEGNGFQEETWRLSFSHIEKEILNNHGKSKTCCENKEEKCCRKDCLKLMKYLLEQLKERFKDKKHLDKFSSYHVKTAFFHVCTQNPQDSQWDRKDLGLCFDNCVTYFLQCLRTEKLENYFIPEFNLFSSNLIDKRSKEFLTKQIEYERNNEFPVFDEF
NPYLR7 ag – mosquito NPYLR7 agonism | HEK293T NPYLR7/Galpha15, GCaMP6s calcium fluorescence | activation, % at 10 µM | 270,000 tested, 0.15% active | AID 1259423; in the data active = activation above about 40%;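 also: 0% = vehicle and 100% = reference agonist at the receptor; some compounds past the cut are filed as inactive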
mcGAS inh – blocks mouse cGAS activity; recombinant cGAS, Kinase-Glo ATP depletion luminescence; inhibition, % at 12.5 µM; Q8C6L5; 160,000 tested, 0.15% active;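 also: 0% = negative control wells and 100% = reference inhibitor with no enzyme activity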
* hit, by the source's call; . = no result given. Rule as the data show it, unless noted: active = inhibition above about 40%; inactive = the rest.

1: Cn1nc(C(=O)N2CCC3(CCCO3)CC2)c2ccccc2c1=O
2: CCCCCCCCn1c(C)cn2c3c(=O)n(C)c(=O)n(C)c3nc12
3: Cc1ccsc1C=CC(=O)c1cc(Cl)ccc1O
4: O=C1CSc2nnc(C3COc4ccccc4O3)n2N1 (stereo not drawn)
5: O=C(c1ccccc1OC(F)(F)F)N1CCN(Cc2cc(=O)c(OCc3ccc(C(F)(F)F)cc3)co2)CC1
6: C=C(C)Cn1c(Br)nc2c1c(=O)[nH]c(=O)n2C
7: Cc1ccc(-c2cc(C(F)(F)F)n3ncc(C(=O)NCc4cccnc4)c3n2)cc1
8: CC(C)Cc1cc(CNC(=O)[C@@H]2C[C@@H]3C=C[C@H]2C3)no1
Compound	1	2	3	4	5	6	7	8
hcGAS lum	0.0	-8.6	-4.7	3.4	-6.1	-5.5	-6.8	-2.8
NPYLR7 ag	1.7	1.7	-2.2	-2.4	27.0	2.2	-7.7	.
mcGAS inh	-8.6	.	1.8	1.0	-7.2	.	-4.8	-16.7

9: COC(C)(C)CC(C)NCc1nc(-c2ccccc2C)no1 (stereo not drawn)
10: c1ccc(-c2noc3nc(OCc4ccccn4)ccc23)cc1
11: CCOc1cc(CN2CCCn3cccc3C2c2ccccc2CC)ccc1O (stereo not drawn)
12: CCOc1ccc(N=C2SC(C(=O)Nc3ccccc3OC)CC(=O)N2Cc2ccccc2)cc1 (stereo not drawn)
13: C=CCNC(=O)NC1CCN(c2ccccc2C(=O)NCCCOC)CC1
14: CN(CCNS(=O)(=O)c1c(Cl)cc(Cl)cc1Cl)C1CC1
15: Cn1c(SCCO)nc2sc(-c3ccccc3)cc2c1=O
16: COc1ccc(NC(=O)CSc2nc3[nH]ncc3c(=O)[nH]2)c(OC)c1
Compound	9	10	11	12	13	14	15	16
hcGAS lum	-4.1	-0.9	-4.8	-4.9	-8.6	-8.9	-4.4	-5.0
NPYLR7 ag	3.2	7.2	0.7	6.1	23.0	-1.4	-0.6	-3.2
mcGAS inh	-9.7	-1.2	.	.	-5.1	.	.	.

17: CCOCCCn1c(SCc2ccc(OC(C)=O)cc2)nc2cc(S(=O)(=O)N3CCCC(C)C3)ccc21 (stereo not drawn)
18: Cc1ccc(-n2c(SCc3ccc(F)cc3)nnc2C(Cc2ccccc2)NC(=O)Nc2c(C(C)C)cccc2C(C)C)cc1 (stereo not drawn)
19: CC(C)(C)OC(=O)Nc1ccc(C(=O)N2CCCC2c2ccc3c(c2)OCCO3)cc1 (stereo not drawn)
20: O=S(=O)(NCc1cnn2ccccc12)c1ccccc1F
21: CCCc1nc(C)c(Cn2cnc3sc4c(c3c2=O)CCNC4)s1
22: C=CCCC(O)CN(Cc1nc2scc(-c3ccccc3C)c2c(=O)[nH]1)Cc1ccco1 (stereo not drawn)
23: O=C(CN1C(=O)NC2(CCCCC2)C1=O)NCCc1ccco1
24: O=c1nc(SCCc2ccccc2)nc2ccccn12
Compound	17	18	19	20	21	22	23	24
hcGAS lum	-8.3	-1.3	-5.0	-3.2	-1.9	-5.3	-3.3	3.6
NPYLR7 ag	9.7	15.4	0.3	7.9	13.7	-6.1	16.4	6.9
mcGAS inh	-4.4	-3.7	.	.	.	-3.7	-7.8	0.2

25: CC(C)(C)C(=O)NCC1(c2ccc(Cl)cc2)CCOCC1
26: Cn1nccc1C(=O)N1CCN(c2nc3c(F)cccc3s2)CC1
27: CCOc1ccccc1N1CCN(C(=O)c2cc3n(n2)CCN(Cc2cccc(Cl)c2)C3=O)CC1
28: C=CCn1c(=NC(=O)c2ccc(S(=O)(=O)N(C)C)cc2)sc2c(C)cc(C)cc21
29: COCCN(Cc1ccccc1OS(=O)(=O)c1ccc(OC)cc1)C(=O)c1ccco1
30: Cn1cnnc1CCC(=O)N1CCN(C23CC4CC(CC(C4)C2)C3)CC1
31: O=c1c2cnc3nc(C(F)(F)F)nn3c2ccn1CCN1CCOCC1
32: Cc1nn2c(nnc3c(=O)[nH]c(N4CCCCC4)nc32)c1-c1ccccc1
Compound	25	26	27	28	29	30	31	32
hcGAS lum	-15.6	-0.2	0.9	-2.9	-4.1	-13.5	-1.0	-0.6
NPYLR7 ag	6.3	.	-12.4	1.3	14.0	.	2.7	43.6
mcGAS inh	.	-2.0	-0.5	-7.4	-4.9	-4.9	.	.

Compound profiles (already shown). Screens in order: hcGAS lum | NPYLR7 ag | mcGAS inh
O=c1c2cnc3nc(C(F)(F)F)nn3c2ccn1CCN1CCOCC1 in the list: -1.0 | 2.7 | .
Cn1nccc1C(=O)N1CCN(c2nc3c(F)cccc3s2)CC1 in the list: -0.2 | . | -2.0
Cn1cnnc1CCC(=O)N1CCN(C23CC4CC(CC(C4)C2)C3)CC1 in the list: -13.5 | . | -4.9

Continued:
33: CCOc1ccc2nc(N(Cc3ccccn3)C(=O)c3ccc(N4C(=O)CCC4=O)cc3)sc2c1
34: CC(=O)c1c(C)[nH]c(C(=O)C(C)SCc2ccc(Cl)cc2)c1C (stereo not drawn)
35: COCCNC(=O)CSc1nc(-c2cccc(C)c2)nc2c1c(=O)n(C)c(=O)n2C
36: O=S1(=O)N(c2ccccc2)C[C@H](O)[C@]12CCN(c1ccccn1)C2
37: NC(=O)CN1CCC=C(C2CCCCN2C(=O)Cc2ccccc2)C1 (stereo not drawn)
38: CCOC(=O)c1cc(-c2cccc(NC(=O)C3CCC3)c2)n(-c2ccc(OC)cc2)n1
39: NC(=O)c1ccc(NC(=O)CC23CC4CC(CC(C4)C2)C3)cc1
40: CCN1C(=O)N(Cc2cccc(OC)c2)C(=O)C12CCN(CC1CC=CCC1)CC2 (stereo not drawn)
Compound	33	34	35	36	37	38	39	40
hcGAS lum	6.8	1.2	-7.4	3.3	-1.4	-1.4	-9.6	-5.9
NPYLR7 ag	-6.7	5.8	-4.1	5.9	5.1	19.2	-3.1	7.5
mcGAS inh	3.5	.	-9.4	-5.0	.	-4.2	.	-25.6

41: Brc1cc2c(cc1CSc1nnc(C3CC3)n1-c1ccccc1)OCCO2
42: COc1ccc(-c2[nH]ncc2/C=N\NC(=O)C(C)Oc2ccc(Cl)cc2Cl)cc1 (stereo not drawn)
43: Cc1ccc(NC(=O)C2CCCCN2Cc2cccnc2)c(F)c1 (stereo not drawn)
44: Cc1ccc(N2C(=O)CSC2c2ccccc2NC(=O)C2CC2)cc1 (stereo not drawn)
45: Cc1nc(-c2ccc(Cl)cc2)nc(N2CCN(C(=O)c3cccc(C(F)(F)F)c3)CC2)c1Cc1ccccc1
46: CCn1c(CNc2c(C#N)c(=O)n(C)c(=O)n2C)nc2ccccc21
47: COCCCN(CC(=O)N1CCc2sccc2C1c1ccc(Cl)cc1Cl)C(=O)C(Cl)c1ccccc1 (stereo not drawn)
48: CCOC(=O)c1cc(-c2ccc(N3CCN(C(=O)Cc4cccs4)CC3)cc2)n(-c2ccccc2OC)n1
Compound	41	42	43	44	45	46	47	48
hcGAS lum	-7.9	-0.6	-10.4	-4.1	-6.9	1.5	-17.7	-2.1
NPYLR7 ag	-1.8	1.5	6.0	-2.6	-5.2	-1.3	-9.3	25.3
mcGAS inh	-6.3	.	.	-4.2	-4.1	0.5	-4.8	-3.8

49: CCOc1ccc(S(=O)(=O)N2CCOCC2)cc1NC(=O)CCc1ccsc1
50: CN(C)N1C(=O)CC(N2CCCC2)C1=O (stereo not drawn)
51: CCOC(=O)c1c(C)n(-c2ccc(I)cc2)c2ccc(O)cc12
52: Cc1ccccc1CN1CCN(c2nc(C(=O)N3CCCCC3)co2)C1=O
53: C=C1c2ccccc2C(=O)N1CC(=O)Nc1ccccc1
54: O=c1[nH]c(NC2CCCCC2)nnc1Cc1ccc(Cl)cc1
55: CC(C)COc1ccccc1CN(C)C(=O)c1ccoc1
56: CN(C)c1nc(N)nc(Cn2nc(-c3ccc(F)cc3)oc2=O)n1
Compound	49	50	51	52	53	54	55	56
hcGAS lum	-1.8	-4.7	-9.7	-7.0	-6.3	-1.9	0.8	-4.1
NPYLR7 ag	-6.8	13.7	-5.7	-0.5	-4.9	5.6	-4.5	-3.1
mcGAS inh	.	-6.4	.	.	.	.	3.8	-6.5

Next section:
no. | Structure | hcGAS lum | NPYLR7 ag | mcGAS inh
57 | CCOC1CCCN(C(=O)C2CCC2)C1 (stereo not drawn) | -4.1 | -1.7 | -5.4
58 | O=C(c1ccc(F)cc1)N1CC[C@H]2[C@H](CCCN2C(=O)c2ccc(-n3ccnc3)cc2)C1 | -6.8 | 27.6 | -10.8
59 | COc1cc(F)c(CN2CC(c3ccncc3)C2)c(F)c1 | 1.6 | -1.8 | 4.7
60 | COc1ccc(S(=O)(=O)N2CCC(Cc3ccccc3)CC2)cc1N1CCN(C(=O)c2ccc(F)cc2C(F)(F)F)CC1 | -0.8 | 24.1 | -6.3
61 | c1cncc(Cc2nnc3n2CCN(c2nccc(C4CCCC4)n2)CC3)c1 | -3.3 | -0.4 | .
62 | Cc1ccc(-c2cc(NCCO)ncn2)cc1F | -6.8 | 7.7 | .
63 | CN(C)c1nc(Cl)c(CN(CC2CCN(C3CCCC3)CC2)CC2CCCO2)s1 (stereo not drawn) | -5.5 | 2.9 | -9.6
64 | Cc1nc(NCC2CCN(C3CCCC3)CC2)c2cnn(C)c2n1 | -7.2 | 3.8 | -11.0
65 | COc1ccc(CCN(Cc2ccc(C)o2)C(=O)CNC2CC2)cc1OC | -7.0 | -7.9 | -5.8
66 | COc1ccc2c(c1C/C=C(\C)CO)OCCC2 | -3.1 | 6.3 | .
67 | COc1ccc(CN2CCC2(C)C(=O)Nc2cnc3ccccc3c2)cc1 (stereo not drawn) | -5.7 | 4.9 | .
68 | CN(C)CCSc1nc2cc(S(=O)(=O)N3CCCCC3)ccc2o1 | -4.9 | -0.4 | -15.7
69 | CSc1nc(NCC(C)C)c2cnn(CCNC(=O)c3ccc(F)cc3)c2n1 | -5.7 | . | -6.5
70 | Cc1ccc(F)c(C(=O)N2CCN(c3ncccc3C(=O)NCc3ccc4c(c3)OCO4)CC2)c1F | -8.5 | 12.6 | -9.1
71 | CN(C)CCN(Cc1c(-c2ccccc2)noc1N1CCCCC1)C(=O)C1CC1 | -8.0 | 5.5 | -7.8
72 | O=c1[nH]nc(-c2cccc3ccccc23)c2ccccc12 | -3.3 | -1.7 | -3.2
73 | C=CCc1ccccc1OCCN(C)C(=O)c1c[nH]c2c(C)cccc2c1=O | -2.5 | 1.4 | .
74 | CCC(=O)N1CCCC(C(=O)N2CCCC2Cc2ccc(C)cc2)C1 (stereo not drawn) | -2.3 | -1.7 | .
75 | CSCCCCNS(=O)(=O)c1ccc(Br)cn1 | 11.0 | -1.0 | .
76 | COc1ccc(-c2cc(C(=O)Nc3cccc(C)c3C)c3ccccc3n2)cc1 | -5.4 | 1.8 | -5.8
77 | Cc1ccc2nc(CNc3ccc(-c4nccn4C)nn3)cn2c1 | 0.4 | 0.0 | -2.8
78 | CCN1CCCC1CNC(=O)CCC1CCN(Cc2nc(C(C)C)cs2)CC1 (stereo not drawn) | -4.5 | 9.7 | .
79 | Cc1nc(CCNC(=O)C2CCC(=O)N(CCc3cccc(F)c3)C2)sc1C (stereo not drawn) | -2.0 | 6.2 | .
80 | COC(=O)CC[C@H]1CNC(=O)[C@@H]2[C@@H](CCN2C(=O)NC(C)C)N1C | -1.1 | -9.4 | -1.2
81 | CN(C)c1cccc(Nc2ccc(-c3ccc(OC(F)(F)F)cc3)cn2)c1 | 2.5 | -11.0 | 1.5
82 | O=c1oc2ccc(Br)cc2cc1-c1nnc(Nc2ccc(F)cc2)s1 | -2.1 | -2.5 | -9.4
83 | Cc1noc2nc(C3CC3)cc(C(=O)NC(C)c3ccccc3Cl)c12 (stereo not drawn) | -4.6 | 0.0 | -8.4
84 | CC(C)(C)c1ccc(COc2coc(CN3CCCN(C(=O)c4cc(Cl)cnc4Cl)CC3)cc2=O)cc1 | -0.3 | 0.2 | -5.3
85 | CCOC(=O)Nc1sc(C(=O)OCC)c(C)c1C(=O)OCC | -0.4 | 4.9 | -4.2
86 | O=C(Nc1cccc(F)c1)c1cccn(OCc2ccccc2)c1=O | -6.1 | 15.7 | -6.5

The final 3 records of the section above lead into the next:
no. | Structure | hcGAS lum | NPYLR7 ag | mcGAS inh
84 | CC(C)(C)c1ccc(COc2coc(CN3CCCN(C(=O)c4cc(Cl)cnc4Cl)CC3)cc2=O)cc1 | -0.3 | 0.2 | -5.3
85 | CCOC(=O)Nc1sc(C(=O)OCC)c(C)c1C(=O)OCC | -0.4 | 4.9 | -4.2
86 | O=C(Nc1cccc(F)c1)c1cccn(OCc2ccccc2)c1=O | -6.1 | 15.7 | -6.5
87 | O=S(=O)(C=Cc1ccc(Cl)cc1)N1CCCC1c1ccc2c(c1)OCCCO2 (stereo not drawn) | -0.5 | 6.1 | .
88 | Cc1cc(C)cc(-n2nc(C)c(Br)c2N)c1 | -7.8 | -0.2 | .
89 | Cc1cc(C(=O)N(Cc2cccnc2)c2nc3c(C(C)C)cccc3s2)nn1C | -3.7 | 6.8 | .
90 | C=CCN(C(C)C(=O)c1c(C)c(C(=O)OCC)n(C)c1C)S(=O)(=O)c1cccc(C(F)(F)F)c1 (stereo not drawn) | -7.2 | -10.6 | -5.5
91 | CCNC(=O)N1CCC(C(NC(=O)c2ccccc2Cl)C(=O)NC(C)CC)CC1 (stereo not drawn) | -6.4 | -0.4 | -5.0
92 | O=C(C[n+]1cccc(O)c1)c1ccc(OC(F)F)cc1 | -3.2 | -0.5 | -6.8
93 | COCCN1CC(C(=O)NCCCSC)CCC1=O (stereo not drawn) | -8.3 | 2.5 | .
94 | COc1ccc(N2C(=O)/C(=C/c3ccc(-c4ccc(Br)cc4)o3)C=C2c2ccccc2)cc1 | -7.9 | -0.1 | -5.7
95 | C=CCn1c(SCC(=O)NC(N)=O)nc2sc3c(c2c1=O)CCC3 | 1.2 | 0.1 | -2.5
96 | O=C(c1ccc(-c2cccc(C(F)(F)F)c2)s1)N1CCc2ccccc2C1c1ccccc1Cl (stereo not drawn) | -4.5 | 22.4 | -5.3
